GSIS activator = GLuc luminescence reporter in INS-1E cells, primary screen for activators of glucose-dependent secretion of insulin; INS-1E GLuc reporter insulin secretion, 2-3 h; activation, % at 16.6 µM; actives 0.61% (n = 370,000);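 active means lowest replicate activation of at least 40%, so every replicate reaches that level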;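 further: 0% = median of neutral control wells and 100% = median of IBMX positive control wells; some compounds called inactive have numbers as strong as hits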
XiGFP reactiv = activators of inactive X chromosome reactivation, primary screen, imaging, XiGFP fibroblasts, GFP high-content imaging, set 2 | XiGFP mouse fibroblasts, % GFP-positive cells imaging, 3 d; cells co-treated with 5-aza-dC sensitizer; scaled so ellipticine positive control = 100% | activation, % at 7.58 µM | actives 0.055% (n = 360,000);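 active means mean normalized replicate activation at least 10% and every replicate at or above 10%; inconclusive means only one of the two criteria met; inactive means mean below 10% and not all replicates reach 10%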;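 further: 0% = median of on-plate neutral control wells and 100% = ellipticine 6 µM median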
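System: SV40-immortalized XiGFP fibroblast cells, line 68-5-11 / Incubation: 3-day compound exposure, then 15 min fixation at room temperature / Compound: single concentration per compound, delivered by pin transfer / Buffer or medium: DMEM plus 5-aza-dC sensitizer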
CFTR F508del cor = F508del CFTR correction, initial screen, CFBE line, single point | CFBE cells, YFP halide quenching; stimulated with forskolin plus potentiator P3; % fluorescence drop versus neutral controls | actives 0.36% (n = 350,000) | AID 720511, 2013 | activity (quench increase), % at 7.58 µM;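 active means mean added fluorescence quench of at least 8% versus neutral control, with both replicates also reaching 8%; inconclusive means only one of the mean or replicate conditions met; inactive means mean below 8% and not both replicates reaching 8%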;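 further: cells transiently co-express mutant CFTR-F508del with the halide-sensitive YFP; corrector assay measuring rescue of mutant channel to the surface after 24 h compound exposure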
RAD52 anneal inh = RAD52 DNA annealing inhibitors, primary screen, biochemical, FRET, single point, set 2; actives 0.46% (n = 360,000); recombinant RAD52 DNA annealing, FRET fluorescence; inhibition, % at 18.7 µM;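 active means every replicate showing at least 50% inhibition; inconclusive means mean inhibition at least 50% but not in every replicate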
CASP6 VEID inh = human caspase-6 inhibitors, primary screen, biochemical, VEID-R110 fluorescence, single point, set 2; P55212; purified caspase-6, Z-VEID-R110 cleavage fluorescence; inhibition, % at 12.5 µM; actives 0.53% (n = 350,000); AID 686996, 2013;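 active means mean inhibition across replicates at least about 35%, with every replicate also reaching that limit, limit read from the data; inconclusive means only one of the two criteria met; inactive means neither criterion met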;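 further: 0% = median of neutral control wells and 100% = no fluorescence left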
Target sequence (P55212 24-179 limits assumed): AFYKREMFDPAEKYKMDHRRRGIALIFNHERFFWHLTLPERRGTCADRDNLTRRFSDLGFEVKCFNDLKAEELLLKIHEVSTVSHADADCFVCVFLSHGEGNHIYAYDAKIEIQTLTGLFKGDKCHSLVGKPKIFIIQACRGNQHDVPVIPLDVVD
Target sequence (P55212 194-293 limits assumed): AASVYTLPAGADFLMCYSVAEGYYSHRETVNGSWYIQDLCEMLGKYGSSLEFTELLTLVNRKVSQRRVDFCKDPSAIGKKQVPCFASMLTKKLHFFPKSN
E-selectin induc = E-selectin induction in HUVECs, primary screen, imaging, HUVEC, immunofluorescence imaging, single point; P16581; normalized: neutral wells 0, TNF-alpha wells 100; activation, % at 7.58 µM; actives 0.37% (n = 260,000);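 active means mean E-selectin-positive cell signal at least 10% of the positive control, reached in at least 60% of replicates, without over 20% cell loss; inconclusive means no rule given, readout overlaps actives, possibly toxicity-flagged; inactive means the rest, including those meeting only one limit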;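 further: in these data hits start at about 27%; measured in HUVEC primary endothelial cells; signal is the percent of cells scored E-selectin positive by PE staining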
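material = human umbilical vein endothelial cells (HUVEC), E-selectin induction | quantity = 3,000 cells/well | medium = EGM-2 growth medium on 0.1% gelatin-coated wells | technique = immunofluorescence imaging | read-out basis = % PE-positive cells | control set = TNF-alpha positive control, DMSO neutral control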
DENV2 CPE = inhibitors of DENV2 cytopathic effect, primary screen, cell-based, plate reader, single concentration; DENV2-infected cells, cytopathic effect rescue; CPE inhibition, % at 9.99 µM; actives 1.7% (n = 350,000); AID 651640, 2012; in the data active means CPE inhibition above about 20%, passing the limit was not always enough; inconclusive means no clear call, values can overlap the other calls; tested in BHK-21 cells;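 further: 0% = median of neutral control wells and 100% = median of positive control wells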
RAD54 inh = inhibitors of human RAD54 branch migration, primary screen, biochemical, fluorescence, single point. DNA repair and recombination protein RAD54-like (Homo sapiens), Q92698. RAD54 Holliday junction branch migration, FAM/BHQ fluorescence. inhibition, % at 10.4 µM. actives 0.14% (n = 360,000). AID 602329, 2012;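 active means mean normalized replicate activity at least 40 and at least half of replicates scoring 40 or more; inconclusive means only one of the two criteria met; inactive means mean below 40 and under half of replicates reaching 40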;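 further: 0% = median of neutral control wells and 100% = median of positive control wells; inhibitors cause a drop in the FAM fluorescence signal; in these data hits start at about 50%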
Target sequence (Q92698 whole entry, looked up): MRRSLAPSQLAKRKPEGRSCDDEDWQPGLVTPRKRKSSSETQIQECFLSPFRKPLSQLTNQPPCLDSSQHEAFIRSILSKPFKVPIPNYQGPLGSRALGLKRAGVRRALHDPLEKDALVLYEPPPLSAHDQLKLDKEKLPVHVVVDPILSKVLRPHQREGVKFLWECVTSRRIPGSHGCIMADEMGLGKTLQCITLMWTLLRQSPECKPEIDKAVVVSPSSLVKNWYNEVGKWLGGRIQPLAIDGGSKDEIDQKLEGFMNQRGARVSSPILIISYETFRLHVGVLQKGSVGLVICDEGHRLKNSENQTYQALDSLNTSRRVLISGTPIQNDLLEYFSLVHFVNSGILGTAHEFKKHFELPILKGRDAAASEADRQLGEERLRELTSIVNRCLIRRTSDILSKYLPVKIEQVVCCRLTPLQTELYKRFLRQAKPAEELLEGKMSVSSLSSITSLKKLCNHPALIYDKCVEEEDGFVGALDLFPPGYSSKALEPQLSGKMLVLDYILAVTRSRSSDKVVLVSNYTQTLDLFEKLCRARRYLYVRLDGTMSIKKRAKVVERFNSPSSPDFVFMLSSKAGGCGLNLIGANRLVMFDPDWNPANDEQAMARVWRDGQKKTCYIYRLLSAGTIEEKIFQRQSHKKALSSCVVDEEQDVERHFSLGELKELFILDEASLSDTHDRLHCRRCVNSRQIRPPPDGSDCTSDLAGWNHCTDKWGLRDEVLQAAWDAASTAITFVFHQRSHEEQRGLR
The depositor's hits bear a star; ? = inconclusive; nt = no result given.

Each structure is followed by: GSIS activator	XiGFP reactiv	CFTR F508del cor	RAD52 anneal inh	CASP6 VEID inh	E-selectin induc	DENV2 CPE	RAD54 inh
CN1C(=O)c2cc(NC(=O)c3ccc(F)c(F)c3)ccc2OC[C@H]2O[C@H](CC(=O)N3CCOCC3)CC[C@@H]21
→ -3	0.3	6.8	13	nt	0.0	-2	4
CCn1nc(C(=O)NNC(=O)COc2ccccc2C)c2ccccc2c1=O
→ -4	0.1	5.2	-4	-1	1.6	-6	-7
Cc1cc(C)cc(C(=O)NC(=S)Nc2ccc(Cc3ccncc3)cc2)c1
→ 56	0.0	nt	-17	-9	nt	-2	2
CC1CN(CCCCN2C(=O)c3ccccc3C2=O)CC(C)O1 (centres undefined)
→ 4	0.0	0.0	-7	-1	nt	nt	-6
CCS(=O)(=O)Nc1ccc2c(c1)C(=O)N(C)[C@H]1CC[C@H](CC(=O)NCc3ccc(OC)cc3)O[C@H]1CO2
→ 6	0.0	-1.8	-1	1	0.1	2	2
N#C/C(=C\c1ccc(OCc2ccccc2)cc1)C(=O)Nc1ccc(C(=O)O)cc1
→ -26	0.0	0.5	-26	-1	-0.3	7	nt
Cc1cccc(N2CC(C(=O)Nc3ccc(S(=O)(=O)Nc4nccs4)cc3)CC2=O)c1C (centres undefined)
→ -2	0.2	-0.6	-17	3	2.4	-2	-7
O=C(C[C@H]1C=C[C@H](NS(=O)(=O)c2ccc(F)cc2)[C@H](CO)O1)NCc1ccccc1F
→ 8	-0.3	1.4	4	-3	0.3	4	nt
CCNC(=O)C1(C)CCCN(CCOc2ccc(OC)cc2)C1 (centres undefined)
→ 24	0.0	0.7	-24	-3	-0.2	0	5
CCn1nc(C)cc1C(=O)N1CCCC(C(=O)c2ccccc2SC)C1 (centres undefined)
→ 1	0.0	-6.9	6	3	nt	1	-19
CCN1CCN(CCNC(=O)Nc2ccc([N+](=O)[O-])cc2)CC1
→ 22	nt	0.6	-9	0	6.2	-1	7
Cc1ccccc1C(=O)NCCCn1ccnc1
→ -12	0.1	-1.9	-4	-3	-1.2	0	-1
Cc1cc(C)n(/N=C/c2c[nH]c3ccccc23)c(=O)c1C#N
→ 19	nt	-2.3	-6	0	nt	5	-4
COc1cc(C(C)=O)ccc1OCC(=O)NCc1ccccc1CN1CCCC1
→ 4	0.3	0.6	-6	-20	-1.3	8	-10
CNC[C@@H]1Oc2ccc(NC(=O)C3CC3)cc2C(=O)N([C@@H](C)CO)C[C@@H]1C
→ 13	0.0	0.0	1	1	-0.1	-2	5
Cc1[nH]c2ccccc2c1SCC(=O)N1CCCCC1
→ -20	0.0	1.8	-9	-2	0.5	-2	nt
COc1ccc(NC(=S)N2CCN(C/C=C/c3ccccc3)CC2)cc1
→ -11	0.2	nt	-8	-1	nt	7	nt
Cc1ccc2c(c1)C1CN(C)CCC1N2CC(=O)N(C)c1ccccc1 (centres undefined)
→ -1	nt	-0.7	23	-14	nt	7	-9
COc1ccc(Cl)cc1NC(=S)N1CCCC1
→ 1	0.1	-1.2	-14	-3	nt	-4	nt
CCCC#Cc1ccc([C@@H]2[C@H](CO)N3C(=O)CN(C(=O)Nc4ccccc4F)C[C@@H]23)cc1
→ -8	0.3	0.0	-10	0	1.4	-1	nt
O=C(NCc1ccccn1)Nc1ccccc1C(F)(F)F
→ -16	0.0	-0.7	-7	2	0.0	3	5
O=C(COc1ccccc1)c1cn(CC(=O)N2CCCC2)c2ccccc12
→ 1	-0.3	-10	-23	-4	-2.4	3	-4
CCOc1ncccc1C(=O)OCC(=O)NCc1cccs1
→ 87	0.3	-2.5	-19	1	4.0	-9	-5
COc1ccc(CCn2c(O)c(C3=c4ccccc4=NC3=O)sc2=S)cc1OC
→ 22	0.0	-0.8	-6	0	nt	3	-4
C[C@@H]1CN([C@@H](C)CO)S(=O)(=O)c2ccc(C#CC3CC3)cc2O[C@H]1CN(C)C(=O)C1CCC1
→ 1	0.0	-1.1	-15	-2	0.4	12	5
CC[C@@H]1[C@H]2CCCC(=O)N3CC[C@@H](C[C@H]1O)[C@@H]23
→ 8	0.0	1.9	0	1	-0.1	-5	-12
O=C(CCc1ccccn1)N1CCCC(N2CCN(c3cccc(C(F)(F)F)c3)CC2)C1 (centres undefined)
→ -16	0.0	0.2	-10	-2	nt	16	-4
CCOCCCN(C)C1CCN(C(=O)c2oc3ccccc3c2NC(=O)Cc2ccc([N+](=O)[O-])cc2)CC1
→ -6	0.0	1.1	-29	1	nt	?	10
COC(=O)Cn1c(=NC(=O)C(C)C)sc2c(C)cc(C)cc21
→ 0	-0.1	2.0	0	-3	nt	-6	6
COc1ccccc1C#Cc1ccc([C@H]2[C@@H](C#N)N(C(=O)C3CCCCC3)[C@H]2CO)cc1
→ 6	-0.1	-0.5	31	-2	nt	2	-24
CCOc1ccccc1N(CC(=O)NC1CCCCC1)C(=O)c1nsc(Cl)c1Cl
→ -16	0.1	-5.1	2	-1	nt	-3	nt
COc1ccccc1CNS(=O)(=O)c1cc(C(=O)N(C)Cc2cccnc2)c(Cl)cc1Cl
→ -2	0.0	-2.6	-16	3	-0.2	?	-11
Cc1ccccc1NC(=O)NCC1CCN(Cc2cccc(Cl)c2)CC1
→ -11	-0.1	-2.0	-10	3	-0.1	?	14
OCC[C@@H]1C[C@@H](O)[C@H](O)[C@]2(OCCCc3ccccc32)O1
→ 14	0.3	-4.4	-10	nt	0.0	5	7
O=S(=O)(c1ccccc1)N1CCCCN2[C@H](CO)[C@H](c3ccc(-c4cncnc4)cc3)[C@H]2C1
→ -2	0.1	1.5	9	0	-0.3	-2	-5
C[C@H](CO)N1C[C@H](C)[C@H](CN(C)C(=O)c2ccncc2)OCCCC[C@H](C)Oc2ccc(NC(=O)c3ccccc3)cc2C1=O
→ 32	0.6	1.9	2	-3	-0.1	6	5
COc1ccc(C(C)=O)cc1CC(=O)NCCCn1ccnc1
→ 6	0.1	-1.6	-6	-52	0.2	9	-15
CSCC[C@H](NC(=O)[C@H](Cc1ccccc1)n1c(=O)[nH]c2ccccc2c1=O)C(=O)N1CCC[C@H]1C(=O)O
→ 7	nt	3.8	-4	4	nt	6	-5
CC(=C\c1ccco1)/C=C(\C#N)C(=O)NCCc1c[nH]c2ccccc12
→ -18	0.0	1.7	-24	-1	0.8	58*	nt
COc1ccc(CC(=O)NCC(=O)N/N=C/c2c[nH]c3ccccc23)cc1
→ 3	0.3	-0.3	-1	3	nt	?	3
O=C(NN=C1CCCC1)c1cc(-c2ccc(F)cc2)nc2ccccc12
→ 10	0.1	-1.4	-12	-5	nt	-4	7
CCC(=O)c1cn(CC(=O)Nc2cccc(OC)c2)c2ccccc12
→ 5	0.0	-0.6	-12	-8	0.7	1	10
CNC[C@H]1Oc2ncc(C#CCC(C)C)cc2C(=O)N([C@H](C)CO)C[C@H]1C
→ 0	0.1	2.3	-67	1	0.0	-3	2
C[C@H](CO)N1C[C@H](C)[C@H](CN(C)C(=O)Nc2cccc3ccccc23)Oc2ccc(NC(=O)NC3CCCCC3)cc2CC1=O
→ -17	0.9	1.0	3	1	0.4	3	5
COc1ccc(CNc2ncnc(N)n2)cc1
→ 24	nt	nt	-7	-2	nt	nt	-2
CC(C)c1nc(SCC(=O)Nc2ccc3c(c2)OCCO3)c2c(=O)n(C)c(=O)n(C)c2n1
→ nt	0.1	6.8	-7	-2	nt	16	-11
CSc1nc2c(cc1C#N)CCC2
→ 1	0.0	0.1	-2	2	nt	1	-9
CNC[C@@H]1Oc2ccc(NC(=O)Cc3ccccc3)cc2CC(=O)N([C@@H](C)CO)C[C@@H]1C
→ 7	-0.7	-1.4	nt	nt	-0.2	nt	nt
O=C(CN1C(=O)S/C(=C\C=C\c2ccccc2)C1=O)Nc1ccccc1C(=O)O
→ -7	-0.1	1.2	-22	8	nt	-7	nt
CCO[C@@H]1OC(C(=O)N2CCOCC2)=C[C@H](C2CC2)[C@H]1CCCO
→ 19	0.0	-3.6	-4	0	-0.3	1	7
CCOC(=O)c1c(-c2cccc3ccccc23)csc1NC(=O)C1C2CCC(O2)C1C(=O)O (centres undefined)
→ -5	0.4	nt	-5	2	-1.6	-1	6
C[C@H](CO)N1C[C@H](C)[C@@H](CN(C)Cc2ccccc2)Oc2ccc(NC(=O)CCCN(C)C)cc2C1=O
→ 2	0.0	-0.8	1	-28	-0.2	-2	-4
C/C(=N/NC(=O)c1cc(C)[nH]n1)c1ccco1
→ 4	0.0	2.1	-11	-1	7.2	4	nt
C=CCc1cc(Cl)ccc1OCCNCCN1CCOCC1
→ 1	0.0	0.3	-9	-2	nt	-8	nt
COc1ccc(Cl)cc1C(=O)NCCc1ccc(S(=O)(=O)NC(=O)NC2CCCCC2)cc1
→ nt	-0.3	-3.9	-2	-1	-0.1	10	-4
CCn1c(SCC(=O)OC)nnc1-c1ccccc1
→ 28	0.0	-3.0	-1	5	19	-1	8
CN(Cc1nc(-c2ccc(C(F)(F)F)cc2)no1)C1CCOCC1
→ 13	-0.3	2.3	5	1	0.7	20	2
O=C(O)c1cccnc1SCc1cccc(Cl)c1
→ 13	0.0	-2.2	-8	2	nt	-6	nt
COc1ccc(C(C)NC(=O)C23CC4CC(CC(C4)C2)C3)cc1OC (centres undefined)
→ -6	0.3	-1.9	-26	0	-0.1	1	0
Cc1ccc(S(=O)(=O)N2CCCC2C(=O)n2nc(C)cc2C)cc1 (centres undefined)
→ 3	0.1	nt	-9	4	nt	-11	-3

(further entries)
Each structure is followed by: GSIS activator	XiGFP reactiv	CFTR F508del cor	RAD52 anneal inh	CASP6 VEID inh	E-selectin induc	DENV2 CPE	RAD54 inh
O=C(OCc1ccccc1)N1CCC2CC1c1ccc(N3CCOCC3)cc12 (centres undefined)
→ -10	0.0	3.7	-2	0	-0.3	2	1
COc1ccc(NC(=S)Nc2ccc(S(=O)(=O)N3CCOCC3)cc2)c(OC)c1
→ -9	-0.1	nt	-6	0	nt	-3	nt
COc1ccc(Cl)cc1NC(=O)COC(=O)CCNS(=O)(=O)c1cccs1
→ 1	0.0	2.2	-1	2	nt	4	-3
COc1ccc(N(CC(=O)N2CCN(c3cc(C)ccc3C)CC2)S(=O)(=O)c2c(C)noc2C)cc1
→ 14	0.0	3.6	-5	2	nt	2	5
O=C(Cc1ccc(S(=O)(=O)N2CCOCC2)s1)N(Cc1ccccc1)c1ccccc1
→ -2	0.2	-0.6	-12	0	nt	0	-2
O=C(Cn1nc(C(=O)O)c2ccccc2c1=O)NCc1ccco1
→ -2	0.4	0.3	-20	1	0.3	4	nt
CN(C(=O)c1cc(-c2cccs2)nn1-c1ccccc1)C1CCS(=O)(=O)C1 (centres undefined)
→ nt	0.0	nt	-7	-6	nt	-7	-8
O=C(/C=C/c1ccco1)N1CCN(c2ccccc2)CC1
→ -18	0.3	nt	-15	-1	-0.3	6	-11
O=C(C[C@@H]1CC[C@@H]2[C@H](COC[C@@H](O)CN2C(=O)c2ccccn2)O1)N1CCN(c2ccccc2)CC1
→ 2	0.0	2.1	-34	0	0.0	-16	8

Source: PubChem (Broad Institute)
